MazEF act: activators of E. coli MazEF toxin-antitoxin RNase; P0AE70; FAM/BHQ RNA-DNA oligo cleavage fluorescence, 5 h; activation, % at 20 µM; 0.32% of 350,000 active; AID 504720; in the data active = activation above about 50%
Target sequence (P0AE70 whole entry, looked up): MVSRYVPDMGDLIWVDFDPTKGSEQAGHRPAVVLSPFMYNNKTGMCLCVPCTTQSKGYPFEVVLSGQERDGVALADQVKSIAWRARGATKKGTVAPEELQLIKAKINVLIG
BoNT-A LC inh2: BoNT A light chain protease inhibition. multiplex microsphere protease substrate cleavage, flow cytometry. inhibition, % at 10 µM. 0.17% of 360,000 active. AID 588499; note: plate controls were buffer without enzyme for full effect and enzyme alone for no effect
3CLpro inhibitor: SARS-CoV 3CLpro protease inhibition; AID 1706; recombinant SARS-CoV 3CLpro, quenched FRET peptide cleavage; P0C6X7; inhibition, % at 6 µM; 0.14% of 290,000 active; in the data active = inhibition above about 12%
PriA SSB inh: inhibitors of Klebsiella pneumoniae PriA binding to SSB C-terminal tail. 0.6% of 430,000 active. inhibition, % at 33 µM. AID 1272365. AlphaScreen SSBct-PriA binding, biotinylated peptide; in the data active = inhibition mostly above about 37%, no sharp cut-off; inactive = mostly below about 20%;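 note: plate controls were negative control peptide for no effect and reference peptide for full effect; strong numbers were not always called active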
VHR inh abs: inhibitors of human VHR1 phosphatase (DUSP3); 0.52% of 290,000 active; P51452; recombinant VHR phosphatase, pNPP absorbance; inhibition, % at 13.3 µM; AID 1654; in the data active = inhibition above about 50%; note: some compounds called inactive have numbers as strong as hits
Target sequence (P51452 whole entry, looked up): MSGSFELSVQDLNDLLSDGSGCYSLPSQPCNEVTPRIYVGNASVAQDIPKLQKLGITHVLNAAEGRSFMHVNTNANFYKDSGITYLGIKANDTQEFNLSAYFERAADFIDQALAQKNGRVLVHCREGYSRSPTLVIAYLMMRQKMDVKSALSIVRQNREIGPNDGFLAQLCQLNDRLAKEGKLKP
Anthrax LF inh2: anthrax lethal factor protease inhibition; P15917; multiplex microsphere protease cleavage assay, LF; inhibition, % at 10 µM; 0.12% of 360,000 active; AID 588501; note: plate controls were buffer without enzyme for full effect and enzyme alone for no effect
Target sequence (P15917 whole entry, looked up): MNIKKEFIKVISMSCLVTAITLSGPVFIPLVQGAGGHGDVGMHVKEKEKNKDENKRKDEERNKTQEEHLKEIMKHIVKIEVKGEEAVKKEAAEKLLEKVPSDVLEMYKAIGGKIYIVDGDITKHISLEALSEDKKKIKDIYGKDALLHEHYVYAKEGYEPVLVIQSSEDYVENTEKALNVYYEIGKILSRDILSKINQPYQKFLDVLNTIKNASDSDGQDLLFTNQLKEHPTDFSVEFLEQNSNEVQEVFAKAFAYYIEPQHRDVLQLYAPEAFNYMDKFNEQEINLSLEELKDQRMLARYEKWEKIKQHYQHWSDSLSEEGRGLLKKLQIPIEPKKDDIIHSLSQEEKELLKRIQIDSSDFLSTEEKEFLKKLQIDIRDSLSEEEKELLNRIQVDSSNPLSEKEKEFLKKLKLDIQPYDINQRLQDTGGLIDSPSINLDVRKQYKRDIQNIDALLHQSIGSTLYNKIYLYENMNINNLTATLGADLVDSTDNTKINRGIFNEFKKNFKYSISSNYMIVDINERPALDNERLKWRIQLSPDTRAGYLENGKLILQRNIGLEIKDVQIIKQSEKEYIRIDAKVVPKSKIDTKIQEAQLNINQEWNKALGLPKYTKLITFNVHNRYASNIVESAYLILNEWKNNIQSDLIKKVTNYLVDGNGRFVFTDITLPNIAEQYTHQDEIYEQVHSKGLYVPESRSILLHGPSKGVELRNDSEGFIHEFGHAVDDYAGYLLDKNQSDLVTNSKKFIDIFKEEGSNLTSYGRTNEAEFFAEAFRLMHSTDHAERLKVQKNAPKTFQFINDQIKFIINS
CCHFV vOTU inh: blocks the CCHF virus ovarian tumor domain protease | CCHFV vOTU protease, Pep-AMC fluorescence | inhibition, % at 11.5 µM | 0.55% of 370,000 active; in the data active = inhibition above about 30%; note: 0% = vehicle wells with enzyme and 100% = no enzyme wells
Rv3671c inh: inhibitors of M. tuberculosis serine protease Rv3671c. 0.048% of 320,000 active. inhibition, % at 5.96 µM. AID 2606. P9WHR9; in the data active = inhibition above about 38%;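 note: extracellular domain of Rv3671c used as enzyme; 0% = enzyme with DMSO and 100% = no enzyme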
BoNT-F LC inh: inhibitors of Botulinum neurotoxin F light chain protease. AID 588497. Multiplex microsphere protease cleavage assay, flow cytometry. 0.22% of 360,000 active. inhibition, % at 10 µM; in the data active = inhibition above about 35%, passing the limit was not always enough; inconclusive = no clear call, values can overlap the other calls; note: plate controls were buffer without enzyme for full effect and enzyme alone for no effect
PrPC surface inh: inhibitors of human cell surface prion protein PrPC. inhibition, % at 13.8 µM. TR-FRET read-out. AID 720596. 0.43% of 370,000 active; in the data active = inhibition above about 24%; note: 0% = median of the test wells and 100% = reference compound wells
Starred values were filed as active, the others as inactive; u = inconclusive; x = not tested or not shown. Cut-off read from the data, not from the text of the source, unless noted: active = inhibition above about 30%; inconclusive = no clear call, values can overlap the other calls; inactive = below that.

SMILES	MazEF act	BoNT-A LC inh2	3CLpro inhibitor	PriA SSB inh	VHR inh abs	Anthrax LF inh2	CCHFV vOTU inh	Rv3671c inh	BoNT-F LC inh	PrPC surface inh
Cc1cccc(C)c1OCC(=O)Nc1cccc(S(=O)(=O)N2CCCCCC2)c1	6	-0.3	x	x	x	-6	-2	x	-5	2
CC(C)N1CCC(NC(=O)Nc2ccccc2)CC1	-2	-0.3	-2	-16	18	0	-6	-6	-1	4
CCn1cc(C(=O)NCCC(=O)OC)c(=O)c2cc3c(cc21)OCO3	42	0.0	4	10	-3	1	-15	5	4	5
CN1CCCN(C(=O)c2cc3c(s2)CCCC3)CC1	-5	0.7	-5	3	18	2	-10	10	-6	-1
CC(C)(CCc1ccccn1)C(=O)C(CCc1ccccn1)CCc1ccccn1	1	-0.4	x	4	x	-1	-2	x	0	-11
O=C(CCl)Nc1sccc1C(=O)c1ccccc1	4	-2.0	x	-6	x	-10	-3	-11	u	-2
CS(=O)(=O)N(C(=O)NC(=O)NC1CCS(=O)(=O)C1)C1CCCCC1 (centres undefined)	5	-0.7	3	-7	4	-2	6	8	-5	-5
CC(=O)c1ccc(N(C(=O)CNC(=O)c2ccco2)C(C(=O)NC2CCCC2)c2ccco2)cc1 (centres undefined)	1	2.1	2	-10	27	-3	0	7	8	-9
COc1ccc2nc(C)cc(N3CCN(S(=O)(=O)c4ccccc4F)CC3)c2c1	5	1.4	x	7	x	-6	-11	3	3	-7
Cc1nc(NC(=O)c2cc(-n3cnnc3)ccc2Cl)ccc1Br	4	-5.2	-5	1	9	0	2	-5	-5	-1
c1cc2c(cc1Nc1nc(-c3ccc4c(c3)OCO4)cs1)OCCO2	1	2.9	0	24	9	6	15	-5	0	4
O=C(CCc1nc(-c2ccc(F)cc2)no1)Nc1cccc(C(=O)NC2CC2)c1	6	-0.3	x	-1	x	-3	-9	1	-11	-2
Cc1csc(NC(=O)CSc2nnc(C)c(=O)n2N)n1	4	-0.2	-1	-10	-11	2	-9	5	-2	5
Cc1ccc(CC2CC(=O)N(c3ccc(C)cc3)C2=O)cc1 (centres undefined)	0	-0.4	-2	-6	21	-2	-9	-2	-3	-7
CCN(C(=O)CSc1nnc(COc2ccccc2F)n1N)C1CCS(=O)(=O)C1 (centres undefined)	4	0.1	-1	0	10	0	-7	-5	4	-4
COc1cccc(/C=C2\C=C(c3ccc(C)cc3)OC2=O)c1OC(C)=O	-34	-0.6	-7	-15	x	-2	0	-1	11	10
CCCCn1c(O)c2n(c1=O)Cc1ccccc1N=C2c1ccc(OC)cc1	x	-1.3	x	x	x	-10	-6	x	-2	1
CC(C)(Oc1ccc(Br)cc1)C(=O)N1CCc2ccccc21	-5	2.5	-9	-5	4	-4	1	-2	2	-2
CCN(CC)S(=O)(=O)c1ccc(/C=C/C(=O)OCC(=O)NCc2cccs2)cc1	3	-0.7	x	8	x	-2	15	-3	2	-7
COc1ccc(/C=C(/NC(=O)c2ccccc2)C(=O)NCc2ccncc2)cc1	1	-1.0	1	3	-4	-2	14	-7	4	-14

Entries listed so far that have an aryl thioether with sulfur outside any ring (2):
SMILES	MazEF act	BoNT-A LC inh2	3CLpro inhibitor	PriA SSB inh	VHR inh abs	Anthrax LF inh2	CCHFV vOTU inh	Rv3671c inh	BoNT-F LC inh	PrPC surface inh
Cc1csc(NC(=O)CSc2nnc(C)c(=O)n2N)n1	4	-0.2	-1	-10	-11	2	-9	5	-2	5
CCN(C(=O)CSc1nnc(COc2ccccc2F)n1N)C1CCS(=O)(=O)C1 (centres undefined)	4	0.1	-1	0	10	0	-7	-5	4	-4

Next section.
SMILES	MazEF act	BoNT-A LC inh2	3CLpro inhibitor	PriA SSB inh	VHR inh abs	Anthrax LF inh2	CCHFV vOTU inh	Rv3671c inh	BoNT-F LC inh	PrPC surface inh
CCCCNC(=S)N(C)/N=C/c1ccccc1F	-8	-0.3	-4	x	8	-2	-13	-8	-4	7
CC1Cc2ccccc2N1C(=O)COC(=O)c1ccccc1NCCO (centres undefined)	4	-4.2	x	-19	x	0	-82	-1	0	-5
C/C(=N\NC(=O)CSc1nnc(C)s1)c1ccc(O)cc1	3	-1.0	5	x	-1	-8	-1	-7	3	10
Cc1ccc(N2C(=O)/C(=C/c3ccc(CN(CCC#N)S(C)(=O)=O)o3)C(=O)NC2=S)cc1	-21	1.3	-2	18	20	0	x	1	-10	x
CCOCCCNC(=O)C1(O)c2ccccc2NC(=O)N1c1ccc(Cl)cc1 (centres undefined)	4	1.2	-9	-7	x	16	4	-15	0	4
Cn1c(CN2CCCC(C(=O)c3ccc4c(c3)OCO4)C2)nc2ccccc21 (centres undefined)	7	0.2	2	-3	13	0	10	0	4	6
Cc1c(C(N)=O)c(N)c(C(=O)c2ccccc2)n1-c1ccccc1	2	0.1	-1	8	15	-7	2	2	1	-2
CC1(c2cccs2)CC(c2cccs2)=C(C#N)C(=O)N1 (centres undefined)	1	-1.7	4	1	8	-1	4	-6	-5	-22
CN(c1ccc(C(=O)Nc2ccc(S(=O)(=O)N3CCCC3)cc2)cc1)S(C)(=O)=O	9	-0.8	3	-8	8	-1	1	-4	4	-1
CCC(C)C(NC(=O)C1CCC(C)CC1)C(=O)Nc1cc(OC)ccc1OC (centres undefined)	2	-1.4	-4	-14	6	-20	9	-4	-39	3
O=C(/C=C/c1ccc(OC(F)F)cc1)OCC(=O)N1CCc2ccccc21	-9	-1.0	x	-1	x	2	-4	1	-2	-5
O=C(CN1CCC(NC(=O)c2cccc(F)c2)CC1)NCc1ccccc1F	7	-2.0	4	-14	1	3	-8	8	8	-4
CCOc1cc(/C=N/NC(=O)COc2ccc(C)cc2)ccc1OC(=O)c1cccs1	-8	-0.5	8	x	31	-2	-5	-93	-11	-5
Cc1ccccc1Cn1nc(C)c(NC(=O)/C=C/c2cnn(C)c2C)c1C	12	0.2	2	5	7	1	-12	0	4	2
CCN(CC)S(=O)(=O)c1ccc(NC2c3ncccc3C(=O)N2Cc2ccccc2)cc1 (centres undefined)	0	-1.9	4	-9	12	-5	-9	-2	-11	-3
Cc1ccc(-c2nnc(SCCC(=O)N3CCOCC3)o2)cc1	5	0.7	0	3	8	0	7	5	3	10
COc1cccc(NC(=O)CCS(=O)(=O)c2ccc(Br)cc2)c1	10	0.3	3	3	-7	-10	7	7	3	-5
CCN(C(=O)CSc1ncnc2sccc12)c1c(N)n(Cc2ccccc2)c(=O)[nH]c1=O	4	1.6	x	-12	x	0	5	-1	2	2
CCC(Oc1ccccc1)C(=O)NC1CCSC1=O (centres undefined)	-9	0.2	-4	-10	13	-4	-3	0	1	-5
Cc1cccc(NC(=O)c2cccc(S(=O)(=O)NCc3ccccc3)c2)n1	-10	-3.2	x	4	x	-4	-7	-5	-2	-1
O=C1CC(c2ccccc2)Sc2ccccc2N1 (centres undefined)	10	-2.8	0	5	4	u	21	-1	u	1
CCS(=O)(=O)c1ccc(C(=O)Nc2ccccc2)c(Cl)c1Cl	-4	-0.8	-1	-8	4	-6	8	0	-33	0
Cc1ccc(-c2noc(-c3ccccc3C(=O)N3CCOCC3)n2)cc1	1	-0.3	4	-4	-25	-6	-8	-3	4	0
OCCC1CN(Cc2cccn2-c2ncccn2)CCN1C1CCCC1 (centres undefined)	9	0.0	3	-2	35	-5	7	6	-1	-10
COCCNc1nnc(SCC(=O)N(C)c2c(N)n(Cc3ccccc3)c(=O)[nH]c2=O)s1	-1	3.9	x	-5	x	0	-10	-6	7	-7
COc1ccc(C2C(C(=O)Nc3ccccc3OC)=C(C)Nc3nnnn32)c(OC)c1 (centres undefined)	2	-0.1	-8	-1	11	0	11	-10	-7	2
NNC(=S)NC1CC2CC1C1C=CCC21 (centres undefined)	7	-1.4	1	2	8	-8	-11	2	-10	0
O=C(Nc1cccc(Cl)c1)c1ccccc1NC(=O)C1CCCCC1C(=O)O (centres undefined)	-3	-1.8	7	-4	7	0	-5	x	-51	6
COc1ccc(OCCC(=O)OCC(=O)NCc2ccco2)cc1	7	-0.2	-1	-16	8	-2	3	-5	1	1
COc1ccc(Nc2nc(-c3ccccc3)c(C(=O)Nc3cccnc3)s2)cc1	5	0.9	1	0	-33	-4	5	3	-4	-6

Gathered by group, the entries above with a cyano group.
SMILES	MazEF act	BoNT-A LC inh2	3CLpro inhibitor	PriA SSB inh	VHR inh abs	Anthrax LF inh2	CCHFV vOTU inh	Rv3671c inh	BoNT-F LC inh	PrPC surface inh
Cc1ccc(N2C(=O)/C(=C/c3ccc(CN(CCC#N)S(C)(=O)=O)o3)C(=O)NC2=S)cc1	-21	1.3	-2	18	20	0	x	1	-10	x
CC1(c2cccs2)CC(c2cccs2)=C(C#N)C(=O)N1 (centres undefined)	1	-1.7	4	1	8	-1	4	-6	-5	-22

(cont.)
SMILES	MazEF act	BoNT-A LC inh2	3CLpro inhibitor	PriA SSB inh	VHR inh abs	Anthrax LF inh2	CCHFV vOTU inh	Rv3671c inh	BoNT-F LC inh	PrPC surface inh
CN(C)C1=NCCN1CCCC1CCCC1	1	0.0	x	11	x	0	6	0	-4	1
CCOc1cccc(NC(=O)c2ccc(S(=O)(=O)N(C)C)cc2)c1	5	-0.3	0	3	26	5	1	-2	-2	-2
COCCCNC(=O)Cn1c(=O)oc2cc(S(=O)(=O)N3CC(C)CC(C)C3)ccc21 (centres undefined)	1	0.1	3	-12	18	2	9	-2	-4	1
O=S1(=O)N=C(Nc2ccc(N3CCOCC3)cc2)c2ccccc21	4	-0.4	0	4	18	-3	9	-5	-12	-1
CCN(CC)C(=S)NC(=O)c1ccc(Cl)cc1Cl	4	1.5	0	1	20	1	-3	-4	0	-2
O=C(COc1ccc(F)cc1)Nc1ccccc1N1CCOCC1	4	1.0	x	4	x	2	3	-1	-18	1
COc1ccc(C(=O)C/C(=C\C(=O)c2ccc(C)cc2)c2ccccc2)cc1	1	-0.1	4	8	26	-4	5	-12	10	0
CCN(CC)S(=O)(=O)c1ccc(NS(=O)(=O)c2ccc(OC)c([N+](=O)[O-])c2)cc1	6	0.3	9	-8	-4	-1	-8	0	2	-8
COc1cccc(CNC(=O)CCNS(=O)(=O)c2ccc3c(c2)oc(=O)n3C)c1	-25	1.3	-3	-13	64	-2	-7	2	-2	3
O=c1[nH]c(O)c(C=NCCc2ccccc2)c(=O)[nH]1	3	-0.4	4	-9	13	-4	1	-3	1	21
COc1ccc(C(C)C)cc1S(=O)(=O)Nc1ccc(Cl)cn1	-8	u	0	-2	24	-2	2	-19	-3	-3
Cc1ccc(C(c2c(C)nn(-c3ccccc3)c2N)c2c(C)nn(-c3ccccc3)c2N)cc1	3	-0.1	-2	31	19	0	-12	6	-1	-9
O=C(O)C(=O)/C(=C\c1ccccc1)c1ccc2ccccc2n1	8	0.3	4	-2	12	1	-2	-1	0	-1
CCC(C)C(NC(N)=O)C(=O)Nc1ccc(C(=O)OC)cc1 (centres undefined)	-2	-0.5	4	-17	14	-1	-8	0	-3	-1
CCN1CCN(c2ccc(S(=O)(=O)N3CCCCC3)cc2NC(=O)COc2ccc(Cl)cc2)CC1	-9	1.7	x	2	x	-1	3	-4	-8	-4
COc1cccc(CNCc2ccc(C(=O)O)cc2)c1OC	-4	-0.2	0	-26	-3	-5	8	3	-4	-3
O=C(OCC(=O)N1CCCCC1)c1c[nH]c(=O)[nH]c1=O	5	0.1	-3	-11	21	-1	11	-3	-3	3
CCOC(=O)Cc1nnc(Nc2ccc(C)cc2C)c2ccccc12	3	0.7	1	0	-3	0	-11	7	-1	-7
CC(C)C12CN3CC(C(C)C)(CN(C1)C3c1ccccc1)C2O (centres undefined)	-9	0.4	-3	-16	15	4	-11	5	-5	-2
C=C(C)C(O)CC/C(C)=C/Cc1c(O)ccc(C(=O)/C=C/c2ccc(O)cc2)c1O (centres undefined)	-29	0.0	x	3	x	-3	13	-51	-5	-10
COc1ccc(CCN2CCCC(CN(C)Cc3cc(OC)ccc3OC)C2)cc1 (centres undefined)	-9	u	-6	3	-2	-2	-4	-5	u	-4
COc1ccc2[nH]c3c(c2c1)CCN1C(=O)C(CC(=O)NCCCN(C)C)C[C@H](C(=O)N(C(C)C)C(C)C)[C@@]31C (some centres undefined)	20	-0.4	x	-4	x	-2	-2	x	-3	-1

Screens: PubChem BioAssay, several laboratories

This is a subset; rates above refer to the full screens.
